# Screening results (PubChem BioAssay)
# Mm-Cpn inhibitor: blocks the Methanococcus maripaludis chaperonin Mm-Cpn. Potency, µM (titrated, usually from 76.9 µM), without a hit: top-dose activity, negative = inhibition, usual class: inhibitors. purified Mm-Cpn ATPase, ADP Transcreener TR-FRET. actives 0.031% (n = 330,000). AID 504842; note: potency is the fitted concentration of half-maximal effect; % is set by controls: 0 for no effect and ±100 for the full control effect; nearly all actives have a fitted effect of over 80% in size
#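 Quantitative HTS used 25 nM Mm-CPN and 10 uM ATP in magnesium/KCl Tris buffer, pH 7.4, with 1 mM DTT. Hydrolysis ran 30 min at 37°C; ADP was read by HTRF.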
# WRN helicase inh: blocks human WRN helicase; Q14191; WRN helicase unwinding, fluorescent forked duplex, kinetic; Potency, µM (top dose mostly 114 µM), without a hit: at the highest dose activity change, negative = inhibition, actives largely listed as inhibitors; actives 0.46% (n = 360,000); AID 651768; note: potency is the fitted concentration of half-maximal effect; % is set by controls: 0 for no effect and ±100 for the full control effect; nearly all actives have a fitted effect of over 55% in size
#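 Enzyme (20 nM final) and test compound sit together 15 min at room temperature before substrate addition. Substrate is a single-forked duplex oligonucleotide (100 nM) labelled with fluorophore and quencher, with 2 mM ATP; helicase unwinding raises red fluorescence, read kinetically.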
# EPAC2 antag: blocks human EPAC2 exchange factor | AID 720708 | Q8WZA2 | EPAC2 GEF exchange of Rap1B-BODIPY-GDP, fluorescence | Potency, µM (highest dose often 114 µM), without a hit: top-dose activity, negative = inhibition, most hits filed as inhibitors | actives 0.18% (n = 360,000); note: potency is the fitted concentration of half-maximal effect; % is set by controls: 0 for no effect and ±100 for the full control effect; nearly all actives have a fitted effect of over 45% in size; many of its hits are not listed in these tables
# EPAC1 ag: activates human EPAC1 exchange factor | O95398 | EPAC1 agonist qHTS, biochemical assay; response scale: 100% = response to 6.5 mM cAMP | Potency, µM (titrated, usually from 154 µM), without a hit: at the top dose activation, hits mostly activators | actives 0.073% (n = 360,000); note: potency is the fitted concentration of half-maximal effect; nearly all actives have a fitted effect of over 60% in size
# Target sequence (O95398 whole entry, looked up): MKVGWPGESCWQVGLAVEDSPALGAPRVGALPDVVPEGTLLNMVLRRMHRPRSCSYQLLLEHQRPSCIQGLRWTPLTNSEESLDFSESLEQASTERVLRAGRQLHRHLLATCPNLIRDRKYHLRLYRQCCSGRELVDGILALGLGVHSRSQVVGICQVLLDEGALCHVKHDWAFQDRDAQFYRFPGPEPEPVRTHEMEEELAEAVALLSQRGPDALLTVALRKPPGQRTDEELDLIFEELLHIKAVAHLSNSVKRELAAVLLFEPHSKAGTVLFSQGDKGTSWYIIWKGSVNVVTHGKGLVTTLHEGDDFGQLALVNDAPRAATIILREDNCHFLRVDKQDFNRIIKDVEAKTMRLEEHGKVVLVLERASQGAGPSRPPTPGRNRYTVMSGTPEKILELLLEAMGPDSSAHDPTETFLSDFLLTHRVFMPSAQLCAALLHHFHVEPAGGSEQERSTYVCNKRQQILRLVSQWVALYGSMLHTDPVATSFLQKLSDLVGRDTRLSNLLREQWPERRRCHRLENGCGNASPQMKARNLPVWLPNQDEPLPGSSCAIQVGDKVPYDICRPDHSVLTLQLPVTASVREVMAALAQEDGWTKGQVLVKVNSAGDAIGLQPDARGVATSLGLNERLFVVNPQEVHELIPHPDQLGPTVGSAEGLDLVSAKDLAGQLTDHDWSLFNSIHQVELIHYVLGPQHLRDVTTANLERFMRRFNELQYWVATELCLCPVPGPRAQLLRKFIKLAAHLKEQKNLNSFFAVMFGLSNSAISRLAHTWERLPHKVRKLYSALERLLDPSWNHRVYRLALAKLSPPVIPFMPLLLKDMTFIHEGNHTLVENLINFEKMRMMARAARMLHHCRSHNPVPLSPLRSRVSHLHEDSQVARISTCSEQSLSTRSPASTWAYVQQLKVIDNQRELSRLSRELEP
#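 Nucleotide exchange by EPAC1 (100 nM) on Rap1B–BODIPY-GDP (250 nM) in the presence of 50 uM GDP is tracked fluorescently at 480/540 nm over 30 min. Signals are normalized to a 6.5 mM cAMP control.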
# EPAC1 antagonist: EPAC1 (human) antagonism | actives 0.14% (n = 360,000) | Potency, µM (top dose mostly 115 µM), inactives show at the highest dose activity change, negative = inhibition, hits mostly inhibitors | EPAC1 GEF assay, Rap1b-BODIPY-GDP exchange fluorescence | O95398 | AID 720709;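 note: potency is the fitted concentration of half-maximal effect; plate controls were vehicle for no effect and positive control for full effect; nearly all actives have a fitted effect of over 50% in size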
# PI5P4K alpha inh: inhibitors of human PI5P4K alpha. P48426. max response, %. PI5P4Kalpha enzyme, ADP-Glo luminescence, 60 min; active compounds read low. AID 652105. actives 1.2% (n = 330,000); active = max response of -50% or lower; inconclusive = between -30% and -50%; inactive = -30% or higher; note: value at the top dose of about 77 µM; % is set by controls: 0 for no effect and ±100 for the full control effect
#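 Enzyme plus substrate dispensed, test compounds pinned in, then ATP (5 microM final) added. After 60 min at RT, ADP-Glo reagent 1 for 45 min and reagent 2 for 30 min preceded luminescence imaging.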
# CCT chaperon mod: modulators of cytosolic chaperonin (CCT/TRiC) activity; purified chaperonin ATPase assay, HTRF ADP detection, 30 min; activity change, % (no concentration beside the values), hits read low; actives 0.3% (n = 360,000); in the data active = activity change below about -30%; note: % is set by controls: 0 for no effect and ±100 for the full control effect
#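 First, chaperonin was dispensed at 40 nM or 20 nM final depending on batch activity. Next, compounds were pinned at 76 uM and ATP added at 10 uM. After 30 min at 37 °C, ADP detection reagents ran 30 min at ambient temperature.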
# PLK1 PBD block: blocks phosphopeptide binding to human PLK1 polo-box domain. actives 2.8% (n = 360,000). Potency, µM, inactives show max response, negative = inhibition, usual class: inhibitors. P53350. Plk1 PBD binding of FITC phosphopeptide, fluorescence polarization. AID 720504; note: potency is the fitted concentration of half-maximal effect; series mostly up to about 57 µM; % is set by controls: 0 for no effect and ±100 for the full control effect; nearly all actives have a fitted effect of over 65% in size
# Starred values were filed as active, the others as inactive; ? = inconclusive; / = no result given; [ ] = another dose, or the depositor's remark. Unless noted, calls come from the whole dose curve; as a rule, active = well fitted curve in the direction sought with a large enough effect; inconclusive = small, poorly fitted or top-dose-only effect, or another doubt; inactive = no such curve, though single readings can be large; an effect the other way counts as inactive or inconclusive.
SMILES	Mm-Cpn inhibitor	WRN helicase inh	EPAC2 antag	EPAC1 ag	EPAC1 antagonist	PI5P4K alpha inh	CCT chaperon mod	PLK1 PBD block
CCCCSc1nnc([C@@H]2CCCN2C(=O)OC(C)(C)C)o1	1%	1%	6%	-3%	1%	2	0.0	-2%
O=C1Nc2ccc([N+](=O)[O-])cc2OC1CCN1CCCC1 (stereo not given)	2%	-4%	6%	-7%	-19%	3	-2.2	-3%
C(=N\Nc1ccc2ccccc2n1)/c1ccc2c(c1)OCCO2	0%	-16%	-27%	22%	4%	8	0.9	2%
O=C(O)c1cccc(CN2C(=O)SC(Nc3cccc4ccccc34)C2=O)c1 (stereo not given)	-4%	-1%	-2%	10%	4%	1	-10	?
O=C(Cc1cccc(NC(=O)C2CCCN(C(=O)C3CCC3)C2)c1)Nc1ccc(C(=O)N2CCCCC2)cc1 (stereo not given)	/	-3%	10%	8%	-5%	0	-1.3	-4%
Cc1ccc(S(=O)(=O)Nc2cc(C(=O)N3CCOCC3)ccc2N2CCCCC2)cc1	0%	1%	-4%	0%	-15%	3	-0.6	-3%
CC(=O)/C=C1/SC(CC(=O)O)C(=O)N1c1ccccc1 (stereo not given)	1%	-13%	15%	-5%	1%	-1	2.5	0%
COc1cc(-c2cnc3c(NC(C)=O)cc(-c4ccccc4CN(C)C)cn23)cc(OC)c1OC	/	-4%	5%	-19%	1%	-12	-0.3	-4%
CCN(CC)C(=O)COc1ccc2c(-c3ccccc3)cc(=O)oc2c1	1%	-7%	0%	0%	-14%	-2	-2.7	-10%
CC(=O)Oc1ccc2c3c(c(=O)oc2c1C)CCCC3	-2%	3%[57.1 µM]	14%	2%	2%	-9	1.0	4%
Cc1ccc2c(c1)cc1c(=O)n(CC(=O)N3CCCC3)nc(C)n12	1%	3%	-1%	4%	6%	-1	-1.4	0%
Cc1cccc(OCC(=O)NCCCNC(=O)c2ccncc2)c1	1%	-22%	10%	-8%	-1%	6	-1.8	-2%
O=C(Cc1ccc(F)cc1)OCC(=O)N1CCN(S(=O)(=O)c2ccc(Cl)cc2)CC1	0%	-12%	-11%	-27%	-12%	1	-10	1%
COc1ccc(OC)c(NC(=O)C(=O)c2cn(CC(=O)N3CCCC3)c3ccccc23)c1	1%	-31%	-4%	10%	-30%	11	-0.1	-4%
Cc1ccc(Nc2nc(=O)c3cccnc3s2)cc1	0%	-13%	12%	-2%	6%	/	-1.3	-5%
Cc1ccc(C)c(COC(=O)CCN=C2NS(=O)(=O)c3ccccc32)c1	-1%	-2%	-10%	8%	10%	2	-2.3	-2%
O=C(Nc1ccc(Cl)c(C(F)(F)F)c1)[C@@H]1CC=C[C@@H]2CCN(C3CCCCC3)C(=O)[C@@H]21	/	-1%	2%	19%	12%	0	-15	2%
COc1cc2[nH]c(=S)n(Cc3ccc(F)cc3)c(=O)c2cc1OC	0%	14%	-20%	-11%	-10%	2	1.0	-8%
Cc1c(NC(=O)c2coc(=O)c(Br)c2)c(=O)n(-c2ccccc2)n1C	/	7%	0%	0%	16%	-20	-1.7	-12%
O=C(COC(=O)c1cc(Br)ccc1Cl)NC1CC1	0%	-4%	10%	1%	4%	9	-1.4	1%
CCOc1ccc(S(=O)(=O)N(CC)CC(=O)N2CCOCC2)cc1C	-1%	5%[57.1 µM]	2%	8%	-7%	0	-3.3	-4%
CCNC(=O)N1CCC(c2nc3ccccc3s2)CC1	0%	3%	5%	2%	-16%	0	-5.4	-16%
Cc1ccc2c(c1)-c1c(cnn1CC(=O)Nc1ccccc1N1CCN(C)CC1)CO2	1%	-1%	6%	-1%	-2%	10	-2.4	-9%
CCN1CCN(c2ncnc3c2nnn3Cc2ccccc2)CC1	-1%	1%	0%	-2%	4%	-4	2.4	-7%
COc1ccc(NC(=O)CC2C(=O)N(c3ccc(Cl)cc3)C(=S)N2CCc2ccncc2)cc1 (stereo not given)	-1%	-25%	5%	0%	-15%	/	1.4	-7%
Cn1c(=O)[nH]c(=O)c2c1nc(CN1CCN(c3ccccc3F)CC1)n2CC(N)=O	-1%	4%	4%	-4%	5%	-1	-0.6	2%
COc1ccc2c(c1)Cc1sc(NC(C)=O)nc1-2	-1%	-5%	-3%	10%	-6%	/	-2.9	-21%
COc1ccc(S(=O)(=O)N2CCC(C(=O)NC3CCCCC3)CC2)cc1C	0%	0%	12%	-2%	10%	0	1.6	-4%
COc1cc(C(=O)Nc2nc(OC)c(-c3ccccc3)c(OC)n2)cc(OC)c1OC	-3%	-5%[57.1 µM]	-2%	-15%	-6%	/	1.8	-6%
O=C(c1ccc(CS(=O)Cc2cccc(Cl)c2)o1)N1CCN(C2CCCCC2)CC1 (stereo not given)	1%	10%	14%	-12%	-25%	-8	1.9	-3%
Cc1cc(C(F)(F)F)nn1CCCNC(=O)c1cnccn1	0%	5%	5%	3%	4%	/	-2.7	-5%
O=C1Nc2ccccc2C(=O)N2C[C@@H](O)C[C@H]12	0%	2%	3%	15%	0%	6	-1.2	-16%

# Continuation.
molecule	Mm-Cpn inhibitor	WRN helicase inh	EPAC2 antag	EPAC1 ag	EPAC1 antagonist	PI5P4K alpha inh	CCT chaperon mod	PLK1 PBD block
CCOc1ccccc1C(=O)N[C@H](C(=O)OCc1cc(=O)oc2cc(C)ccc12)C(C)C	0%	1%	-12%	-6%	-13%	13	0.3	-23%
COc1ccc(CN(CCC#N)C(=S)NC(=O)c2ccccc2)cc1	-3%	-13%	-2%	20%	-5%	8	-1.9	-3%
COc1ccc(-c2ccc3nnc(SCC(N)=O)n3n2)cc1	2%	0%	1%	1%	-1%	1	-2.9	-6%
CCOc1c2ccc(C(=O)NCCCCc3ccccc3)cc2nn1C	0%	7%	1%	-2%	6%	-6	-2.3	-8%
CC(=O)Oc1ccc2c(c1)Oc1cc(OC(C)=O)ccc1C21OC(=O)c2ccccc21	-4%	-18%	40µM*	/	?	-7	0.3	6.7µM*
CC1(C)OC(=O)C2=C(C[C@@H](C3CC3)O[C@H]2CCc2cccc(Cl)c2)O1	/	-5%	-19%	-3%	-9%	16	-0.4	5%
COc1ccc(-c2n[nH]c(=S)n2-c2ccc(C)cc2)cc1OC	-2%	6%	-6%	-3%	1%	-1	-0.9	-12%
COc1ccc(-c2nn(C)c3sc(C(=O)NCCN(C)C)cc23)cc1OC	-1%	?	1%	3%	1%	5	0.5	-5%
COC(=O)C1=C(\O)CCCC/C=C\1C(=O)O	/	6%	7%	14%	-2%	22	-1.5	-7%
COC(=O)C1=C(C)N(c2ccc(F)cc2)/C(=C/c2ccc(O)cc2)C1=O	0%	0%	4%	10%	2%	1	-0.5	-4%
CCOC(=O)c1c(NC(=O)COC(=O)c2ccccn2)sc2c1CCC2	0%	-19%	3%	7%	-2%	-2	0.4	-5%
CCOC(=O)NC(CC(=O)O)c1ccc(OC)cc1 (stereo not given)	0%	5%	-6%	12%	2%	-5	-1.6	0%
COc1cccc(-c2cc(C(=O)N3CCOCC3)no2)c1	1%	4%	-28%	-1%	-3%	4	0.4	0%
CCOC(=O)C1=CN(Cc2ccco2)S(=O)(=O)N(C)C1c1ccc(C(F)(F)F)cc1 (stereo not given)	0%	-18%	-23%	-14%	-16%	?	-1.0	-17%
COc1ccc(CCN=CC2=C(O)CC(C)(C)CC2=O)cc1	1%[15.4 µM]	3%	9%	3%	0%	-3	-2.5	-1%
Nc1nccnc1C(=O)OCC(=O)C12CC3CC(CC(C3)C1)C2	-7%	-6%	10%	0%	-4%	-3	2.6	4%
CCCN(CC(=O)Nc1ccccc1OC)C(=O)c1ccc(=O)[nH]c1	-5%	4%	2%	10%	-9%	2	-1.8	-6%
Clc1ccc(OCc2nnc3n2CCCCC3)c(Cl)c1	1%	-5%	0%	-7%	-2%	1	-5.3	-17%
C/C(=N\N(C)C)c1ccc(OCCOc2ccc([N+](=O)[O-])cc2)cc1	3%	0%[57.1 µM]	2%	10%	-4%	3	1.4	-6%
CN(C)/C=C1\NC(=S)N(c2ccccc2)C1=O	1%	-17%	-3%	4%	-2%	-4	-2.1	-27%
COc1ccc(S(=O)(=O)N2CCCC2C(=O)Nc2nccs2)cc1 (stereo not given)	/	1%	2%	-5%	9%	10	-3.7	-8%
CCN(CC)CC(O)CN1C(=O)NC(C)(C)C1=O (stereo not given)	2%	8%	17%	-1%	6%	0	-1.3	-14%
CCN1CCN(Cc2ccc(OCc3ccccc3)c(OC)c2)CC1	0%	-4%	-1%	-3%	-13%	/	-1.6	-4%
CCNc1nc(N)nc(-c2cc(Cl)ccc2OC)n1	-28%	-22%	3%	6%	-6%	-8	-2.4	-5%

# Reformatted with two lines to a compound: entries from further up
# Values run as follows: Mm-Cpn inhibitor	WRN helicase inh	EPAC2 antag	EPAC1 ag	EPAC1 antagonist	PI5P4K alpha inh	CCT chaperon mod	PLK1 PBD block
- CC(=O)Oc1ccc2c(c1)Oc1cc(OC(C)=O)ccc1C21OC(=O)c2ccccc21
  -4%	-18%	40µM*	/	?	-7	0.3	6.7µM*
- CC1(C)OC(=O)C2=C(C[C@@H](C3CC3)O[C@H]2CCc2cccc(Cl)c2)O1
  /	-5%	-19%	-3%	-9%	16	-0.4	5%
- COc1ccc(-c2n[nH]c(=S)n2-c2ccc(C)cc2)cc1OC
  -2%	6%	-6%	-3%	1%	-1	-0.9	-12%
- COc1ccc(-c2nn(C)c3sc(C(=O)NCCN(C)C)cc23)cc1OC
  -1%	?	1%	3%	1%	5	0.5	-5%
- COC(=O)C1=C(\O)CCCC/C=C\1C(=O)O
  /	6%	7%	14%	-2%	22	-1.5	-7%

# A portion of the library; the hit share may differ from the screen's.
